Source: PubChem
Calpain2 inh: inhibitors of pig calpain II, primary screen, biochemical, fluorogenic peptide substrate, 1536-well; 220,000 tested, 0.37% active; purified calpain II, 30 min; AID 1236, 2008; inhibition, % at 16 µM;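 active = inhibition above about 50%, limit read from the data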
EBV gp42 inh: Epstein-Barr virus gp42 inhibitors, primary screen, biochemical, uHTS, fluorescence polarization | Glycoprotein 42 (Epstein-Barr virus (strain AG876)), Q1HVG2 | Fluorescence polarization binding assay, mP read-out | inhibition, % (tested at 21.74 µM) | 220,000 tested, 0.42% active | AID 1085, 2008; in the data active = inhibition above about 50%
Runt-SMMHC FRET: inhibitors of RUNX1 Runt–CBFb-SMMHC binding, primary screen, biochemical, FRET, Cerulean-Runt, Venus-CBFb-SMMHC, uHTS. Runt-related transcription factor 1 (Homo sapiens) + Core-binding factor subunit beta …. Cerulean-Runt/Venus-CBFb-SMMHC FRET ratio 530/480, 1 h. inhibition, % at 20 µM. 220,000 tested, 0.74% active. AID 1434, 2008;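 active = mean inhibition across duplicate retests at 20 µM reaching about 50%, limit read from the data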;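 note: 0% = DMSO wells and 100% = wells with excess untagged CBFb-SMMHC; inhibitors lower the FRET ratio by blocking Runt binding to CBFb-SMMHC; some results filed as inactive read as strong as hits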
Target sequence (Q01196 whole entry, looked up): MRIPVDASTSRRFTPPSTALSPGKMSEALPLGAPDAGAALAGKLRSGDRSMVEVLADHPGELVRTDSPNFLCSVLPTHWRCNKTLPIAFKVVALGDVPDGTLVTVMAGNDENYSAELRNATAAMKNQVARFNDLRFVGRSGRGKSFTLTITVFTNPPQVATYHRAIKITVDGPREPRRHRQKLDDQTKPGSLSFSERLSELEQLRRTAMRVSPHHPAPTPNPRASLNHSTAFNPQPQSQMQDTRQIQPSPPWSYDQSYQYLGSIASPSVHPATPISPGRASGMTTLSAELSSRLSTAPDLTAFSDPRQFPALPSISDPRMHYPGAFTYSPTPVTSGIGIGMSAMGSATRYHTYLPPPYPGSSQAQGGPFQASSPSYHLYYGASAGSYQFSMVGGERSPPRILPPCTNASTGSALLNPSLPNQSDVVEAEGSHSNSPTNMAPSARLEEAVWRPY
Target sequence (Q13951 whole entry, looked up): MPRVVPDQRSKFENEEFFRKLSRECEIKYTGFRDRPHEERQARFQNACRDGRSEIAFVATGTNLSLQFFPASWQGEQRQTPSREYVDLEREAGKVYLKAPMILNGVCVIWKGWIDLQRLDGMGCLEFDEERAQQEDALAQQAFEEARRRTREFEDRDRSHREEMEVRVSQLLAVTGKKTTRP
Furin inhibitor: human furin inhibitors, primary screen, biochemical, fluorescence intensity | AID 463115, 2010 | P09958 | 220,000 tested, 0.061% active | inhibition, % at 30 µM | purified furin, fluorogenic substrate cleavage; in the data active = inhibition above about 25%; note: inactives centre near -15
Tb hexokinase: Trypanosoma brucei hexokinase 1 inhibitors, primary screen, biochemical, G6PDH-coupled NADH absorbance, MLSCN library; hexokinase 1 [Trypanosoma brucei]; recombinant TbHK1, G6PDH-coupled NADH A340; inhibition, % at 10 µM; 220,000 tested, 0.11% active;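 active = inhibition of 50% or more in the single-dose primary screen; inactive = inhibition below 50%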
Runt-CBFb FRET: inhibitors of RUNX1 Runt–CBFb binding, primary screen, biochemical, FRET, Cerulean-Runt, Venus-CBFb, uHTS; Runt-related transcription factor 1 (Homo sapiens) + Core-binding factor subunit beta …; Cerulean-Runt/Venus-CBFb FRET ratio 530/480, 1 h; inhibition, % at 20 µM; 220,000 tested, 0.46% active; AID 1496, 2009;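 active = inhibition over about 50% at 20 µM in the single-dose screen, limit read from the data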;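 note: 0% = DMSO wells and 100% = excess unlabeled CBFb competitor control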
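Doses: 20 µM compound in 1% DMSO | Material: Cerulean-labeled Runt domain protein | Amount: Each fluorescent fusion protein 100 nM | Schedule: Two 1 h room-temperature incubations shielded from light | Measured by: FRET fluorescence | Evaluation: Loss of energy transfer signal | Controls: Unlabeled CBFb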
RBBP9 inh: human RBBP9 inhibitors, primary screen, biochemical, fluorescence polarization, FP-Rh probe, HTS; Serine hydrolase RBBP9 (Homo sapiens), O75884; recombinant RBBP9; inhibition, % at 7.94 µM; 220,000 tested, 0.2% active; AID 1515, 2009;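 active = inhibition above the campaign mean of all tested compounds plus 3 SD, cut at about 14% in these data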;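 note: plate controls were DMSO wells with RBBP9 for no effect and wells lacking RBBP9 protein for full effect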
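Controls: DMSO-treated enzyme wells and wells lacking RBBP9 | Material: RBBP9 protein | Technique: Fluorescence polarization | Replication: Single well per compound, no replicates | Buffer or medium: Tris-NaCl-Pluronic buffer, pH 8.0 | Timing: 30 min compound preincubation, 45 min probe labeling, 25 °C | Read-out basis: Percent inhibition from mP, scaled between DMSO and no-protein wells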
NCF1 inh: p47phox/p22phox peptide binding inhibitors, primary screen, biochemical, uHTS, NADPH oxidase regulatory subunit. Neutrophil cytosol factor 1 (Homo sapiens), P14598. fluorescence polarization, 2 h. inhibition, % at 24.7 µM. 220,000 tested, 0.53% active. AID 1274, 2008;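 active = inhibition above about 30%, limit read from the data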;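 note: 0% = p47phox with labelled peptide and 100% = labelled peptide alone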
Target sequence (P14598 whole entry, looked up): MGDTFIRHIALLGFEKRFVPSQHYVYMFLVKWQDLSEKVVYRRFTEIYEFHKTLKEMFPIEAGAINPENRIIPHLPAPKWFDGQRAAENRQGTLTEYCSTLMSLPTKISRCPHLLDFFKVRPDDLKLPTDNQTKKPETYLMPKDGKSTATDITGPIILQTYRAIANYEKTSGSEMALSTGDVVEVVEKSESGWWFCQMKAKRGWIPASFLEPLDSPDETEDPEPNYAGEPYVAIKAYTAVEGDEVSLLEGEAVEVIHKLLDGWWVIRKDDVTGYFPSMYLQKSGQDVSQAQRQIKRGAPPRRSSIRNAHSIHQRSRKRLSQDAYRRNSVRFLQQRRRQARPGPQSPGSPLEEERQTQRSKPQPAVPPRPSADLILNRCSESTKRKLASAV
p97 ATPase inh: inhibitors of human p97 ATPase, primary screen, biochemical; recombinant p97 ATPase, Kinase-Glo ATP luminescence, 3 h; Transitional endoplasmic reticulum ATPase (Homo sapiens), P55072; 220,000 tested, 0.42% active; inhibition, % at 8 µM; in the data active = inhibition above about 15%;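 note: 0% = DMSO vehicle and 100% = wells lacking enzyme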
Starred values were filed as active, the others as inactive; / = no result given; [ ] = another dose, or the depositor's remark.

SMILES	Calpain2 inh	EBV gp42 inh	Runt-SMMHC FRET	Furin inhibitor	Tb hexokinase	Runt-CBFb FRET	RBBP9 inh	NCF1 inh	p97 ATPase inh
O=C(CN1C(=O)c2ccccc2C1=O)NCCc1c[nH]c2ccc(Cl)cc12	23	6	1	-3	28	-2	-5	-22	-2
O=C(/C=C/Nc1nccs1)C(F)(F)Cl	21	-18	71*	-10	-5	45	-1	-25	3
COc1ccc(CNC(=O)C23CN(Cc4ccccc4)CC2C(c2ccc([N+](=O)[O-])cc2)=NO3)cc1 (stereo not drawn)	-9	-7	0	-3[20 µM]	-4	12	-8	-4	7
CC/C(=N\NC(=S)Nc1cc(C)ccc1C)c1ccc(OC(F)F)cc1	21	4	10	0	42	16	-8	-4	1
Cc1cccc(C)c1NC(=O)N1CCCCCCC1	-24	-3	-2	-27	5	0	4	6	2
COc1cccc(-c2ccc(=O)n(CC(=O)NCCN3CCOCC3)n2)c1	-14	-10	-2	-21[20 µM]	1	0	0	-14	3
Cc1ccc(S(=O)(=O)NCC(=O)N(CC(=O)NCC2CCCO2)C2CCCC2)cc1 (stereo not drawn)	11	-10	-3	-25	-3	-2	-7	-9	1
S=c1[nH]ccn1-c1c(Cl)cccc1Cl	-9	-17	2	-32	-10	1	-5	-10	4
CC1CCCN(C(=S)NCc2ccccc2)C1 (stereo not drawn)	3	-14	-1	-23	-3	0	-11	-8	2
O=C(Nc1cccc(-c2nc3ccccc3c(=O)o2)c1)c1ccccc1	-114	-15	-4	-27	7	-2	-4	4	4
Cc1c(NC(=O)C(C)OC(=O)/C=C/c2ccc3c(c2)OCO3)c(=O)n(-c2ccccc2)n1C (stereo not drawn)	-91	-8	-1	-14	-26	-1	-2	5	3
COc1cccc(C(=O)O/N=C(\N)Cc2ccc(Cl)cc2)c1	28	-4	1	-22	3	2	2	-11	0
Cn1cnnc1SCC(=O)NCc1cccc(C(F)(F)F)c1	18	-14	1	-17[20 µM]	8	-1	3	-9	4
CCOC(=O)n1c(=O)n(Cc2ccccc2C)c2ccccc21	-3	-22	-2	-32	-5	3	-13	-8	1
CCOC(=O)C1CCN(C(=O)CSc2ccc(Br)cc2)CC1	15	5	-2	-25	0	0	1	-8	-2
CCN(c1cccc(C)c1)S(=O)(=O)c1c(C)[nH]c(=O)[nH]c1=O	32	3	2	-22[20 µM]	2	2	2	-5	0
CCCC(=O)NC(c1ccco1)c1c(O)ccc2ccccc12 (stereo not drawn)	-30	3	3	-24[20 µM]	3	9	-3	-10	1
CNc1nc(Cl)c(SC)c(NC2CCCCC2)n1	7	-4	0	-16	-3	-2	-4	-4	-2
CCNC(=O)N1CCNC(=O)C1CC(=O)Nc1ccc(C(=O)OCC)cc1 (stereo not drawn)	-17	-14	-4	-18[20 µM]	0	0	-4	-14	-3
COc1cccc(CN2CCNC(=O)C2CC(=O)NCc2cn3ccc(C)cc3n2)c1OC (stereo not drawn)	-29	-2	0	-16	-8	-1	5	-8	1
Cc1cccc(C(=O)NC(=S)Nc2ccccc2C(F)(F)F)c1	8	-13	3	-17	26	7	-10	-18	1
COc1ccc(Nc2oc(COc3cccc(C)c3)nc2C#N)cc1	-61	9	1	-12[20 µM]	4	0	-7	-8	-3
Nc1nc(CN2CCN(C(c3ccccc3)c3ccccc3)CC2)nc(Nc2ccccc2)n1	-13	11	0	-12	0	1	4	-7	-4
Cc1cnc(C)c(N2CCC(C(=O)NCc3ccco3)CC2)n1	0	-11	-1	-13	-13	-2	2	-7	4
COC(=O)CSc1nnc(-c2ccccn2)n1N	1	-14	2	-14	-7	3	-7	-3	1

Exported with two lines to a compound: part of the list above
Values run as follows: Calpain2 inh	EBV gp42 inh	Runt-SMMHC FRET	Furin inhibitor	Tb hexokinase	Runt-CBFb FRET	RBBP9 inh	NCF1 inh	p97 ATPase inh
COc1cccc(-c2ccc(=O)n(CC(=O)NCCN3CCOCC3)n2)c1
    -14	-10	-2	-21[20 µM]	1	0	0	-14	3
Cc1ccc(S(=O)(=O)NCC(=O)N(CC(=O)NCC2CCCO2)C2CCCC2)cc1 (stereo not drawn)
    11	-10	-3	-25	-3	-2	-7	-9	1
S=c1[nH]ccn1-c1c(Cl)cccc1Cl
    -9	-17	2	-32	-10	1	-5	-10	4
CC1CCCN(C(=S)NCc2ccccc2)C1 (stereo not drawn)
    3	-14	-1	-23	-3	0	-11	-8	2
O=C(Nc1cccc(-c2nc3ccccc3c(=O)o2)c1)c1ccccc1
    -114	-15	-4	-27	7	-2	-4	4	4
Cc1c(NC(=O)C(C)OC(=O)/C=C/c2ccc3c(c2)OCO3)c(=O)n(-c2ccccc2)n1C (stereo not drawn)
    -91	-8	-1	-14	-26	-1	-2	5	3
COc1cccc(C(=O)O/N=C(\N)Cc2ccc(Cl)cc2)c1
    28	-4	1	-22	3	2	2	-11	0
Cn1cnnc1SCC(=O)NCc1cccc(C(F)(F)F)c1
    18	-14	1	-17[20 µM]	8	-1	3	-9	4
CCOC(=O)n1c(=O)n(Cc2ccccc2C)c2ccccc21
    -3	-22	-2	-32	-5	3	-13	-8	1
CCOC(=O)C1CCN(C(=O)CSc2ccc(Br)cc2)CC1
    15	5	-2	-25	0	0	1	-8	-2
CCN(c1cccc(C)c1)S(=O)(=O)c1c(C)[nH]c(=O)[nH]c1=O
    32	3	2	-22[20 µM]	2	2	2	-5	0
CCCC(=O)NC(c1ccco1)c1c(O)ccc2ccccc12 (stereo not drawn)
    -30	3	3	-24[20 µM]	3	9	-3	-10	1

(list continues)
SMILES	Calpain2 inh	EBV gp42 inh	Runt-SMMHC FRET	Furin inhibitor	Tb hexokinase	Runt-CBFb FRET	RBBP9 inh	NCF1 inh	p97 ATPase inh
Cc1cc(C(=O)Nc2c(C)n(C)n(-c3ccccc3)c2=O)on1	-5	-21	0	-25	-4	1	-6	-5	-1
COC(=O)/C=C1/C(=O)N/C(=N\c2nc(C)cc(C)n2)N1c1ccc(OC)cc1	-5	-3	6	-5	-29	-2	-5	-6	6
Cc1nc2ccc(S(=O)(=O)NCC(=O)N3CCOCC3)cc2s1	2	-5	0	-10	-4	0	-8	-3	3
OCCN(Cc1ccccc1)Cc1cccc(Cl)c1Cl	23	10	-5	-19[20 µM]	-3	0	-6	0	-9
O=C(NNC(=O)c1ccccc1O)c1ccco1	6	-7	0	-14	-8	-1	-3	-2	-4
COc1ccc(N2C(=O)C3CC(C)=C(C)CC3C2=O)c(OC)c1 (stereo not drawn)	19	11	0	-14[20 µM]	-5	0	1	-5	3
CN(c1cccc(NC(=O)CN(c2ccc(F)cc2)S(C)(=O)=O)c1)S(C)(=O)=O	24	-15	-1	-28	-11	0	7	-7	4
O=C(NC1CCCCCC1)C1CCN(S(=O)(=O)c2ccccc2)CC1	-1	-18	1	-15[20 µM]	2	1	0	-14	-1
c1ccc(Cc2nn3c(-c4ccncc4)nnc3s2)cc1	-19	-8	2	-13[20 µM]	0	15	2	-2	1
CC1CCCCC1NC(=O)CN1C(=O)CSc2cc(S(=O)(=O)N3CCCCCC3)ccc21 (stereo not drawn)	32	-1	1	-18	4	-2	-7	8	-1
CC(C)(C)S(=O)(=O)c1nc2ccccc2s1	-8	-12	-8	-12[20 µM]	-3	/	-6	-13	1
CC1(C)CC(=O)C(C=NCc2ccc3c(c2)OCO3)=C(O)C1	-18	2	2	-13[20 µM]	3	6	-3	-1	4
CCc1ccc(CCC(=O)Nc2nnc(C)s2)o1	1	-16	-5	-27[20 µM]	-11	5	-9	-7	-3
CN(C)S(=O)(=O)c1ccc(C(=O)NCCOc2ccccc2)cc1	-4	1	-1	-14[20 µM]	3	-2	-8	-15	2
CC(C)Cc1cc(C(=O)N2CCC(N3CCC(C(=O)NC4CC4)CC3)CC2)n[nH]1	-8	-10	3	-11	2	0	-6	-34	0
Cn1c(SCc2nc(-c3ccccc3)no2)nnc1-c1cccs1	-3	-2	-3	-8[20 µM]	3	-1	-1	8	3
O=C(CN1CCOCC1)N1CCN(c2ccc([N+](=O)[O-])cc2)CC1	-17	-2	/	-17	-15	/	-8	-10	2
COc1cccc(C(=O)N(C)c2nnc(-c3ccncc3)s2)c1	7	-4	-2	-7[20 µM]	-2	0	0	-10	0
O=C(NCC1CCCO1)C(=O)N/N=C/c1ccc(O)c(Cl)c1 (stereo not drawn)	14	-9	2	-11	-67	0	-6	-13	8
Cc1cc(NC(=O)CSc2nc3ccccc3n2CCC#N)no1	-100	-2	2	-26	-12	0	-4	-2	-1
CC(=O)NS(=O)(=O)c1ccc(NC(=O)c2cccc(S(=O)(=O)N3CCc4ccccc43)c2)cc1	-55	-18	-3	-14	-4	0	0	-8	3
Cc1ccc(NC(=O)CN2C(=O)N/C(=C\c3cccnc3)C2=O)cc1	-2	-14	-2	-16	-7	0	-8	-16	5
CC(C)(C)OC(=O)N1CCC[C@H]1c1nnc(SCc2c(F)cccc2Cl)o1	-1	-22	4	-16	4	-3	-4	-2	-6
O=C(CSc1ncnc2scc(-c3ccccc3)c12)NCc1ccc2c(c1)OCO2	-1	-23	1	-15	3	-2	-10	-41	2
O=C1C(=O)N(c2ccccc2)C(c2ccccc2[N+](=O)[O-])/C1=C(\O)c1ccccc1 (stereo not drawn)	-15	-18	22	-15	-24	10	-15	-10	6
CCOC(=O)C1(Cc2ccccc2C(F)(F)F)CCN(C2CCCC2)CC1	-9	-13	-5	-30	5	0	-3	-7	8
O=c1oc2ccccc2cc1-c1nc(-c2cccs2)cs1	-66	113*	-129	-10[20 µM]	-4	-24	-2	52*	0
NC(=O)c1ccc(NC(=O)CCCc2nc(-c3ccccc3Cl)no2)cc1	-40	2	-1	-11	30	-2	2	-9	1
O=C(Oc1cccccc1=O)c1ccccc1	7	-6	0	-20	-12	3	-2	4	4
O=S(=O)(Cc1ccc(Cl)cc1)NCC1CCCO1 (stereo not drawn)	-18	-16	3	-7[20 µM]	4	2	-3	-12	-3

Some of the entries above in a different format:
Compound: CC1(C)CC(=O)C(C=NCc2ccc3c(c2)OCO3)=C(O)C1
  Calpain2 inh = -18
  EBV gp42 inh = 2
  Runt-SMMHC FRET = 2
  Furin inhibitor = -13[20 µM]
  Tb hexokinase = 3
  Runt-CBFb FRET = 6
  RBBP9 inh = -3
  NCF1 inh = -1
  p97 ATPase inh = 4

Compound: CCc1ccc(CCC(=O)Nc2nnc(C)s2)o1
  Calpain2 inh = 1
  EBV gp42 inh = -16
  Runt-SMMHC FRET = -5
  Furin inhibitor = -27[20 µM]
  Tb hexokinase = -11
  Runt-CBFb FRET = 5
  RBBP9 inh = -9
  NCF1 inh = -7
  p97 ATPase inh = -3
